MC4R ag barr: agonists of human melanocortin 4 receptor (MC4R) beta-arrestin. actives 0.98% (n = 360,000). activation, % at 8.9 µM. U2OS MC4R beta-arrestin complementation, luminescence; percent of melanotan II response, DMSO zero. P32245;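 active = activation above a per-plate cutoff, the mean activation of sample wells on that plate plus 3 SD, cut at about 8% in these data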
MC4R antag cAMP: blocks human MC4R cAMP signaling; MC4R-expressing cells, MTII-stimulated cAMP, LANCE TR-FRET; inhibition, % at 6.5 µM; actives 0.48% (n = 360,000);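 active = inhibition above its plate's cutoff, the mean of tested wells on that plate plus 3 SD, cut at about 29% in these data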;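 note: 0% = Melanotan II alone and 100% = Melanotan II plus saturating MCL0020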
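Test system: U2OS cells stably expressing human melanocortin 4 receptor (MC4R); also added: Melanotan II challenge; compound: 6.5 µM single dose; timing: 30-min compound preincubation, 1-h Melanotan II challenge, 1-h detection, room temperature; signal: Eu-cAMP/anti-cAMP TR-FRET, emission 671 nm; repeats: one well per compound, no replicates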
m5-HT2A agonist: activates the mouse 5-HT2A serotonin receptor. CHO-K1 mHTR2A beta-arrestin complementation, luminescence; percent of 30 µM serotonin response. actives 0.66% (n = 360,000). activation, % at 7.6 µM;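 active = activation above a run cutoff, the mean activation of all tested compounds plus 3 SD, cut at about 14% in these data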;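 note: 0% = plate median of compound wells and 100% = 30 µM serotonin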
Target sequence (P35363 whole entry, looked up): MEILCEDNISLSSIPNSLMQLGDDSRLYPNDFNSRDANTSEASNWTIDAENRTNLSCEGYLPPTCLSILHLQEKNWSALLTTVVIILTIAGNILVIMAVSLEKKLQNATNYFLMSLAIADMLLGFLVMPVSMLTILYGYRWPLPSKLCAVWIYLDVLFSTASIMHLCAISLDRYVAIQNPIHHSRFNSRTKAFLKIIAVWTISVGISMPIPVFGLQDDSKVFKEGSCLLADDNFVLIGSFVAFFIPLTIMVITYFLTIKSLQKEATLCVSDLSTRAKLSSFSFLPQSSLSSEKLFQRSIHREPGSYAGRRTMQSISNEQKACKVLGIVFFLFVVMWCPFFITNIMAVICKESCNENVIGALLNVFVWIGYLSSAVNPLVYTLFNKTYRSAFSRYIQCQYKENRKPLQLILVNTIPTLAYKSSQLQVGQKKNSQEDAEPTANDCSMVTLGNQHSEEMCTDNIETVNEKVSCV
aDG glyco act: increases alpha dystroglycan glycosylation; Pro5-aDG cells, alpha-DG glycosylation AlphaScreen (IIH6); 0% Pro5, 100% B10-LARGE cell signal; activation, % at 10 µM; actives 0.22% (n = 360,000); AID 624168;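 active = activation of at least 8% versus controls, or a plate z-score of at least 8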;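 note: Pro5 are CHO cells carrying HIG-tagged alpha-DG that lacks glycosylation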
PDI turbidity: PDI (human) enzyme inhibition | P07237 | PDI insulin aggregation turbidity, A650, 90 min | inhibition, % at 10 µM | actives 0.052% (n = 350,000);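 active = mean inhibition across replicates of 30% or more, whatever share of single replicates reach that level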;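 note: absorbance from insulin aggregation driven by PDI reduction with DTT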
Target sequence (P07237 whole entry, looked up): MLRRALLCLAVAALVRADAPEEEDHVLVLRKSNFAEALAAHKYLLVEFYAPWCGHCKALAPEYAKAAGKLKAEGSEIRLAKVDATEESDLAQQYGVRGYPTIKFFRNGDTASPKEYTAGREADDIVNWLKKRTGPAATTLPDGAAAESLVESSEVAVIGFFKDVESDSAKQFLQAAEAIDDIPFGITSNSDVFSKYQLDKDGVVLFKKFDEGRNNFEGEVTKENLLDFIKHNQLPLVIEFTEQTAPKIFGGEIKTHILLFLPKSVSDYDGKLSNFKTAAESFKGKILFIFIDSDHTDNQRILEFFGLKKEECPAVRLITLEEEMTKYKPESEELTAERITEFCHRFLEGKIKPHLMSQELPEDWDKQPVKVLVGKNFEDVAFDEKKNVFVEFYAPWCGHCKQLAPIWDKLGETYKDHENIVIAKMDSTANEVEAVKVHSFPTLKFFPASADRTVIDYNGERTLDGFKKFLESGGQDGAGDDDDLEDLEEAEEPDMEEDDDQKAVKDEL
Vif imaging: HIV Vif inhibition; HEK293T cells, Vif self-association by quenched fluorescence, imaging, 24 h; inhibition, % at 7.49 µM; actives 0.35% (n = 340,000); in the data active = inhibition above about 50%, passing the limit was not always enough; note: some results filed as inactive read as strong as hits
ABCB6 inh 2: inhibitors of human ABC transporter ABCB6; fluorescence ratio to DMSO, % at 10 µM; actives 0.19% (n = 360,000); AID 602162; K562-ABCB6 porphyrin accumulation, flow cytometry, 1 h; hits give low values;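 active = fluorescence ratio to DMSO below 75%, the collection mean minus 3 SD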;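 note: signal is porphyrin accumulated inside mitochondria; 100% equals median channel fluorescence of DMSO control wells; lower ratio means ABCB6 inhibition with less porphyrin fluorescence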
H9c2 protect: protects H9c2 cardiomyocytes from peroxide injury; H2O2 injury protection, ATPLite, 2 h; protection from H2O2 cell death, % at 20 µM; actives 0.63% (n = 360,000); AID 588492;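 active = compounds giving at least 50% protection of heart cells from peroxide-induced death in the single-dose screen, raw or plate-pattern-corrected value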;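 note: 0% = DMSO wells with peroxide and 100% = DMSO wells without peroxide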
CaV13 FRET inh: Primary screen for inhibitors of IQ motif and Ca2+-dependent inactivation inhibitor domain binding in CACNA1D, Förster resonance energy transfer in living cells, …; HEK cells, CFP/YFP FRET ICDI-IQ, plate reader, 10 min; percent FRET-ratio fall versus neutral wells; inhibition, % at 12.3 µM; actives 0.098% (n = 340,000); AID 743397;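 active = mean replicate inhibition of at least 30% and at least 1% of replicates passing that level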;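 note: 0% = median of the neutral control wells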
N-glyco inh: N-linked glycosylation inhibition; D54 ERlucT glycosylation luciferase reporter, 24 h; percent of 100 nM tunicamycin response; reporter increase, % at 12.5 µM; actives 0.23% (n = 360,000); AID 588692;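 active = mean luciferase reporter signal, scaled so untreated is 0 and the glycosylation-blocking control 100, at or above a set limit in every replicate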;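 note: luciferase carries N-glycosylation sites so blocking glycosylation raises the light; 0% = median of neutral control wells and 100% = median of 100 nM tunicamycin wells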
The depositor's hits bear a star; nt = not tested or not shown.

SMILES | MC4R ag barr | MC4R antag cAMP | m5-HT2A agonist | aDG glyco act | PDI turbidity | Vif imaging | ABCB6 inh 2 | H9c2 protect | CaV13 FRET inh | N-glyco inh
CCNCCC(=O)N1c2ccccc2Sc2ccc(NC(=O)OCC)cc21 | -0.7 | -1 | 3 | 0.7 | -8 | -10 | 100 | 16 | 0 | -5
C#CCSc1nc(-c2cccs2)ccc1C#N | 2.0 | -6 | 6 | 0.0 | 2 | -3 | 107 | 2 | -5 | 5
O=C(NCCN1CCOCC1)c1cc(S(=O)(=O)NCCCN2CCCC2=O)ccc1Cl | -0.9 | -3 | 1 | -0.2 | -2 | -3 | 83 | 2 | -5 | 1
COc1cc(/C=C/C(=O)OCC(=O)N2CCCc3ccccc32)ccc1OCC#N | -0.6 | 4 | 0 | 0.3 | -3 | nt | 103 | 9 | -16 | 2
O=C(O)C(Cc1ccccc1)N1C(=O)c2c(Cl)c(Cl)c(Cl)c(Cl)c2C1=O (stereo not drawn) | 2.0 | 6 | -1 | -0.1 | 3 | -5 | 97 | 27 | -2 | 1
O=[N+]([O-])c1cc(/C=N/O)ccc1N1CCCC1 | -0.9 | 14 | -1 | -0.2 | -6 | 6 | 106 | 6 | -6 | 0
CCC(C)C(NC(=O)C1CCC(C)CC1)C(=O)NCc1ccccn1 (stereo not drawn) | -1.9 | 3 | 8 | 0.0 | -7 | -2 | 95 | 0 | -4 | 3
O=C(Cc1cccs1)Nc1nnc(-c2ccncc2)s1 | -0.6 | 10 | -2 | -0.1 | -5 | -1 | 104 | 2 | -9 | 5
O=C(COc1ccc2c3c(c(=O)oc2c1)CCCC3)N1C[C@H]2C[C@@H](C1)c1cccc(=O)n1C2 | -1.3 | -4 | 1 | 0.1 | nt | -1 | 101 | 5 | nt | 0
COc1ccc(-c2c(NC(=O)c3ccco3)oc3ccccc3c2=O)cc1 | 3.0 | 13 | 5 | 0.5 | 6 | -3 | 95 | -6 | -3 | -1
CC(C)(C)NC(=O)C(=O)NCc1ccncc1 | -0.6 | -1 | -5 | -0.3 | -33 | 6 | 94 | 9 | -5 | 2
COc1ccc(CCNC(=O)CSCc2n[nH]c(=O)[nH]2)cc1OC | -1.1 | 1 | 13 | -0.1 | -7 | -2 | 90 | 3 | -3 | 0
Cc1cc(C)nc(SCc2nnc(SCC(=O)Nc3ccc(C)c(C)c3)o2)n1 | -2.4 | 2 | -5 | 0.1 | 0 | 3 | 101 | 3 | -4 | 2
CCOC(=O)C(=O)Nc1nccs1 | -2.4 | 1 | 1 | -0.3 | -4 | 3 | 104 | 5 | -4 | 3
CC(=O)Nc1ccc(NS(=O)(=O)c2ccc(CN3C(=O)c4cccnc4C3=O)cc2)cc1 | 0.2 | 6 | 4 | 0.0 | 1 | -1 | 94 | 0 | -3 | 0
Cn1c(=O)c2c(ncn2CC(=O)N/N=C/C=C/c2ccco2)n(C)c1=O | -1.0 | -14 | 2 | -0.1 | 0 | 15 | 90 | 10 | -1 | 0
Cn1c(CNC(=O)c2ccc3c(c2)OCO3)nnc1SCC(=O)Nc1ccc(F)cc1F | -1.5 | 1 | 0 | 0.0 | 3 | -2 | 101 | -1 | -4 | 1
Cc1nnsc1SCCNC(=O)c1ccc(F)cc1 | 0.2 | 4 | -5 | -0.1 | 2 | 0 | 95 | -7 | nt | 1
CN(C)S(=O)(=O)c1cc(NC(=O)CN2CCOCC2)ccc1Cl | -1.6 | 4 | 9 | -0.1 | -2 | -2 | 94 | 3 | -6 | -1
Cc1ccc(NC(=O)c2ccc3c(c2)OCCO3)cc1S(=O)(=O)Nc1cccc(Cl)c1 | -0.4 | 8 | -2 | 0.2 | -4 | 3 | 96 | -4 | -5 | -6
Cc1cccc(CS(=O)(=O)Cc2ccc(C(=O)NC(C)c3ccccc3)o2)c1 (stereo not drawn) | -2.1 | 10 | 4 | 0.1 | -4 | -2 | 101 | 0 | -7 | -1
Cc1cc(C)c2sc(N(CCN(C)C)C(=O)c3c(F)cccc3F)nc2c1 | -0.2 | 8 | -8 | -0.1 | 0 | -3 | 100 | 7 | -2 | -1
Cc1cc2nc(CN(C)Cc3c(C(=O)N(C)C)nc4ccc(Cl)cn34)[nH]c2cc1C | -0.8 | 12 | 1 | 0.0 | 1 | -8 | 105 | 6 | -2 | 0
CN(C)c1ccc(/C=N/NC(=O)c2nnn(-c3nonc3N)c2COc2ccc(F)cc2)cc1 | -1.3 | 6 | -2 | -0.1 | -1 | -4 | 100 | 13 | -26 | 2
CC(=O)c1cc(-c2ccccc2)n(CCC(=O)NC2CCCCCCC2)c1C | 0.0 | 3 | -4 | 0.4 | -4 | -2 | 93 | 2 | -5 | -3
Cc1cccc(N=N/C(=C\O)C(=O)c2cccs2)c1 | -1.6 | -1 | 0 | -0.9 | -1 | -2 | 98 | -1 | -2 | -3
CCOC(=O)CNC(=S)N(Cc1ccccc1)Cc1ccccc1F | 0.9 | 15 | 2 | 0.3 | -2 | -2 | 101 | 1 | -2 | -4
Cc1ccc(CNC(=O)C2CC(=O)N(c3ccc(OCC(=O)N4CCCC4)cc3)C2)cc1 (stereo not drawn) | -0.8 | 5 | -2 | -0.1 | -7 | -1 | 100 | 9 | nt | -3
Cc1nnc(NC(=O)CCCOc2ccccc2)s1 | 0.5 | 4 | -1 | 0.1 | 3 | nt | 101 | 10 | -5 | 0
Cc1c(C(C)C)c(=O)n(-c2ccc(S(=O)(=O)N3CCOCC3)cc2)n1C | 0.2 | 9 | 4 | 0.3 | 10 | 5 | 100 | -7 | -4 | 1
CNC(=O)NC(=O)C(C)OC(=O)CCCSc1nc2ccccc2s1 (stereo not drawn) | -2.3 | 12 | 1 | -0.1 | -14 | 3 | 103 | 1 | -3 | 1
CC(=O)N1CC2(CC(c3ccc(Cl)cc3Cl)=NO2)CN1c1cccc(Cl)c1 (stereo not drawn) | 0.4 | 2 | 1 | 0.0 | -10 | 7 | 97 | -3 | -6 | 2
Cc1ccc(S(=O)(=O)c2nc(-c3cccs3)oc2NCCCN(C)C)cc1 | -1.4 | 3 | 2 | 0.0 | -5 | 4 | 100 | 10 | -5 | -1
CCOc1cccc2sc(N(CCCN(C)C)C(=O)c3ccc(S(=O)(=O)N4CCc5ccccc5C4)cc3)nc12 | 0.3 | 6 | -7 | 0.2 | -11 | 18 | 91 | -13 | nt | -3
O=C(NNC(=S)Nc1ccc(Br)cc1Cl)c1ccncc1 | -1.9 | -1 | -4 | -0.1 | -8 | 7 | 100 | -2 | -3 | 3
COc1ccc(C2CC(c3ccc(C(F)(F)F)cc3)=NN2c2ccc(S(N)(=O)=O)cc2)cc1 (stereo not drawn) | 5.2 | 14 | 0 | 3.2 | 13 | 20 | 104 | 5 | -1 | -3
COc1ccc(OC)c(-c2cc(C(=O)Nc3ccc(F)cc3F)no2)c1 | -2.1 | 1 | -3 | 0.4 | 4 | 2 | 98 | 2 | -3 | 0
CC(=O)Nc1ccc2nc(NC(=O)COc3cccc(C)c3)sc2c1 | -2.7 | 4 | -2 | -0.2 | -5 | -6 | 97 | 7 | -6 | 4
C=CCn1c(N)cc(=O)nc1SC(C)C(=O)Nc1ccc(C(=O)OCC)cc1 (stereo not drawn) | 2.4 | 11 | -9 | 5.0 | -13 | 1 | 102 | -2 | -7 | 3
CCOc1ccc2nc(NCCNC(=O)C(C)C)c(C)cc2c1 | -0.8 | -1 | -1 | 0.8 | 1 | 16 | 92 | 4 | 1 | 3

Taken from above.
CCOC(=O)CNC(=S)N(Cc1ccccc1)Cc1ccccc1F | MC4R antag cAMP: 15
CNC(=O)NC(=O)C(C)OC(=O)CCCSc1nc2ccccc2s1 (stereo not drawn) | PDI turbidity: -14

Following part.
SMILES | MC4R ag barr | MC4R antag cAMP | m5-HT2A agonist | aDG glyco act | PDI turbidity | Vif imaging | ABCB6 inh 2 | H9c2 protect | CaV13 FRET inh | N-glyco inh
c1ccc2[nH]c(NC3=NCCC3)nc2c1 | -1.4 | 3 | -3 | 0.1 | -9 | 17 | 90 | -1 | -5 | 1
CN(CC(=O)Nc1ccccc1Cl)C(=O)CSc1nncs1 | 3.6 | -2 | -5 | 0.2 | -2 | -1 | 101 | 2 | -5 | 0
CCCCC[C@@H](C)N1C[C@H](COCc2ccccc2)Oc2cc(N3CC[C@H](O)C3)ccc2S1(=O)=O | nt | nt | -11 | 0.1 | nt | nt | 97 | nt | -10 | nt
O=C(c1ccc(OC2CCN(CCc3ccccc3)CC2)cc1)N1CCC[C@H]1CO | -3.1 | 10 | -7 | -0.1 | 12 | 4 | 100 | 4 | nt | -1
CC1CCCCC1NC(=O)COc1ccc(C#N)cc1 (stereo not drawn) | -3.2 | 0 | -2 | -0.1 | 0 | 0 | 102 | 7 | -13 | 0
Cc1cc(C)c2c(C)nn(C3CCCCC3)c2n1 | -0.3 | 3 | 0 | -0.3 | -10 | nt | 94 | 0 | nt | -1
COc1ccc(C=Nc2ccc3[nH]ncc3c2)c(O)c1 | -0.9 | 18 | -4 | 0.8 | -2 | 11 | 100 | 2 | -4 | 3
COC(=O)c1cc(OC)nc(OC)c1 | 0.5 | 0 | -3 | 0.0 | 7 | -8 | 98 | -3 | -18 | 2
CCN(CC)CCNC(=O)C1CCN(S(=O)(=O)c2c(C)noc2/C=C/c2ccccc2F)CC1 | -0.9 | 6 | -6 | 3.4 | 22 | -9 | 101 | -4 | -3 | 0
O=C(/C=C/c1ccc([N+](=O)[O-])cc1)c1ccccc(=O)c1O | -0.9 | 1 | -9 | -0.2 | -7 | 1 | 98 | 10 | -6 | 21
CCN(CC(=O)NCc1ccc(F)cc1)C(=O)COc1ccc2ccccc2c1 | -1.3 | 3 | -1 | 0.1 | 1 | -7 | 99 | -4 | -6 | -2
OCCCNc1ncnc2c1ncn2[C@H]1CN(Cc2ccc(-c3ccccc3)cc2)C[C@@H](CO)O1 | 0.1 | 7 | 4 | 0.2 | 8 | -15 | 99 | -4 | -10 | 0
O=C(CN1C(=O)c2ccccc2C1=O)NCC(=O)Nc1ccccc1 | 0.5 | -4 | 0 | 0.2 | 10 | 10 | 97 | 3 | -10 | -1
CCOC(=O)C(C)n1nc(C)c2sc3ccccc3c2c1=O (stereo not drawn) | -1.1 | 12 | -2 | 0.0 | -18 | nt | 105 | 6 | -8 | 1
O=C(Cc1ccc(F)cc1)Nc1nnc(SCC(=O)NC2CCCC2)s1 | -0.6 | 7 | 0 | 0.2 | 3 | 0 | 94 | 0 | -2 | 0
COc1cccc(CC(=O)OCC(=O)NC(=O)c2ccc(OC(F)F)cc2)c1 | 0.6 | 4 | -6 | -0.2 | 2 | 2 | 96 | -2 | -6 | 3
Nc1nc2ccc(Br)cc2s1 | 1.2 | -12 | 4 | -0.1 | 4 | 1 | 98 | -2 | -6 | 0
